High-throughput results deposited in PubChem BioAssay by Broad Institute.
FN deposit inh: fibronectin deposition inhibition. AH1F fibroblasts, Alexa488-fibronectin deposition fluorescence, overnight. inhibition, % at 12.6 µM. 0.086% of 350,000 active. AID 743247;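 active = mean inhibition across replicates of 30% or more, regardless of how many single replicates reach that level; inconclusive = mean under 30% yet at least half of replicates reach 30%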;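 also: positive control wells lacked labelled fibronectin entirely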
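Material – AH1F fibroblast monolayer, labelled fibronectin deposition · Reagent – labelled fibronectin 24 nM · Timing – 1 h adhesion, overnight exposure · Measured by – fluorescence at 485 nm excitation, 525 nm emission · Read-out – inhibition of fibronectin deposition signal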
miR122 inh: inhibitors of miR-122 in Huh7 cells. 0.3% of 340,000 active. Huh7 miR-122 Renilla luciferase sensor, 48 h; neutral wells = 0, positive control = 100. activation (reporter increase), % at 12.5 µM. AID 602342;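 active = mean replicate activation score at least 90 and every replicate individually at or above 90; inconclusive = only one of the two criteria met; inactive = neither criterion met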;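 also: higher luciferase means less miR-122 activity so hits act as miR-122 inhibitors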
F508del corr: correctors of CFTR F508del function in bronchial epithelial cells; activity (quench increase), % at 7.58 µM; 0.36% of 350,000 active; CFBE cells, YFP halide quenching; stimulated with forskolin plus potentiator P3; % fluorescence drop versus neutral controls;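 active = mean added fluorescence quench of at least 8% versus neutral control, with both replicates also reaching 8%; inconclusive = only one of the mean or replicate conditions met; inactive = mean below 8% and not both replicates reaching 8%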;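 also: cells transiently co-express mutant CFTR-F508del with the halide-sensitive YFP; corrector assay measuring rescue of mutant channel to the surface after 24 h compound exposure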
GSIS activator: GLuc luminescence reporter in INS-1E cells, primary screen for activators of glucose-dependent secretion of insulin | INS-1E GLuc reporter insulin secretion, 2-3 h | activation, % at 16.6 µM | 0.61% of 370,000 active;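 active = lowest replicate activation of at least 40%, so every replicate reaches that level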;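 also: 0% = median of neutral control wells and 100% = median of IBMX positive control wells; some compounds called inactive have numbers as strong as hits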
PglD inh: blocks C. jejuni PglD acetyltransferase activity | purified PglD enzyme, DTNB colorimetric CoA detection | inhibition, % at 12.5 µM | 0.098% of 360,000 active; in the data active = inhibition above about 16%, passing the limit was not always enough; inconclusive = no clear call, values can overlap the other calls; also: strong numbers were not always called active
C2C12 statin: protects C2C12 myotubes from simvastatin toxicity; rescue of ATP level, % at 7.49 µM; ATP luminescence, 48 h; scaled: DMSO 0, geranylgeraniol control 100; 0.78% of 330,000 active;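 active = mean ATP rescue above about 67%, or every replicate alone reaching that limit, limit read from the data, passing the limit was not always enough; inconclusive = no clear call, values can overlap the other calls; inactive = mean under the limit and some replicate under it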;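 also: myotubes were challenged with 10 µM simvastatin during compound exposure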
PGC1a acetyl inh: modulators of PGC1a acetylation; inhibition, % at 15.6 µM; U2OS PGC1a acetylation, AlphaScreen anti-acetyl-lysine; with virally co-expressed GCN5 acetyltransferase; AID 651687; 0.17% of 350,000 active;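 active = every replicate shows inhibition of at least 40%; inconclusive = mean inhibition at least 40% but some replicate below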;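 also: 0% = neutral control wells and 100% = positive control wells; some results beyond the cut were filed as inactive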
Cneo AK release: Cryptococcus neoformans lysis via adenylate kinase release | lysis activity, % at 15 µM | 0.2% of 360,000 active | C. neoformans lysis, adenylate kinase release luminescence, 4 h; normalised: neutral wells 0, clomiphene wells 100;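 active = mean lysis activity across replicates of at least 80%, whatever share of replicates individually reach that level; inactive = mean lysis activity below 80%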
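Assay system: C. neoformans cells. Amount: yeast cell density of 5 × 10^6 cells/mL. Technique: AK luminescence. Buffer or medium: YPD. Times: static 4 h at 37 °C with compound, 1 h detection. Dosing: single-point compound dose. Read-out: lysis from increased AK signal.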
* hit, by the source's call; [ ] = remark or other dose.

Screening COc1ccccc1NC(=O)Oc1ccc(NC(=O)c2ccco2)cc1 returned FN deposit inh -2, miR122 inh -7, PglD inh -2, C2C12 statin 0, PGC1a acetyl inh 7 and Cneo AK release 0.
For Cc1ccc(/C=C/S(=O)(=O)NCCC(=O)NCc2ccccc2F)cc1 the results were miR122 inh 4, F508del corr 1.6, PglD inh -5, C2C12 statin -5, PGC1a acetyl inh -11 and Cneo AK release 0.
CCCCN1C(=O)C(=O)N(CC(=O)c2cc(C)n(C3CC3)c2C)C1=O was read as FN deposit inh 3, F508del corr 1.9, GSIS activator 8, PglD inh -6, C2C12 statin 1 and Cneo AK release 2.
`O=C(C[C@@H]1C[C@@H]2c3cc(NS(=O)(=O)c4ccc(F)cc4)ccc3O[C@@H]2[C@@H](CO)O1)N1CCOCC1` gave FN deposit inh 3, miR122 inh -2[16.7 µM], F508del corr 0.1, GSIS activator 11, PglD inh -2, C2C12 statin -1, PGC1a acetyl inh -1 and Cneo AK release -2.
`CCCNC(=O)N[C@@H](CCSC)C(=O)OC` gave GSIS activator -4, PglD inh 3, C2C12 statin 11, PGC1a acetyl inh 5 and Cneo AK release 1.
NS(=O)(=O)c1ccc(N2C(=O)C(=O)/C(=C(/O)c3ccccc3)C2c2ccc(Cl)cc2)cc1 (stereo not given) was read as FN deposit inh -4, miR122 inh -5, F508del corr 5.1, GSIS activator -18, PglD inh 3, PGC1a acetyl inh 3 and Cneo AK release 2.
Screening O=C(CS(=O)(=O)Cc1ccccc1)Nc1ccc(S(=O)(=O)N2CCCCCC2)cc1 returned GSIS activator 0, PglD inh -5, C2C12 statin -3 and Cneo AK release -1.
`Cn1c(COc2ccccc2)nnc1SCC(=O)Nc1ccc(S(N)(=O)=O)cc1` gave FN deposit inh -11, miR122 inh 3, GSIS activator 6, PglD inh 3, C2C12 statin 2, PGC1a acetyl inh -2 and Cneo AK release -1.
CCCCNC(=O)C1(C)CCN1C(=O)c1ccc(C)c(F)c1 (stereo not given) was read as FN deposit inh 2, miR122 inh -7, F508del corr 7.2, GSIS activator -3, PglD inh -3, C2C12 statin 4, PGC1a acetyl inh -1 and Cneo AK release -2.
`C[C@H]1CN([C@@H](C)CO)C(=O)c2cc(NC(=O)CCCN(C)C)ccc2O[C@H]1CN(C)C(=O)Nc1ccc2c(c1)OCO2` gave FN deposit inh 4, miR122 inh -1[16.7 µM], F508del corr -1.4, GSIS activator -4, PglD inh 0, C2C12 statin 8, PGC1a acetyl inh 1 and Cneo AK release 0.
For CCN(CC)C(=O)C1c2ccccc2Oc2ccccc21 the results were FN deposit inh -8, F508del corr -0.2, GSIS activator -1, PglD inh 7, C2C12 statin 15 and Cneo AK release -1.
Cc1c2c(nc3ccccc13)CC(C)(C)CC2=O was read as FN deposit inh 11, miR122 inh 3, F508del corr -2.6, GSIS activator 31 and PGC1a acetyl inh -17.
For CC(C)Cc1ccc(C(C)NC(=O)Cc2ccc(S(=O)(=O)N3CCOCC3)s2)cc1 (stereo not given) the results were FN deposit inh -5, miR122 inh -2, F508del corr -2.1, GSIS activator -46, PglD inh 2, C2C12 statin -20, PGC1a acetyl inh -11 and Cneo AK release 0.
`CCC(=NCCc1c(C)[nH]c2ccccc12)C1=C(O)CC(c2ccccc2)CC1=O` (stereo not given) gave FN deposit inh -1, miR122 inh 46, F508del corr 7.5, GSIS activator -9, PglD inh -1, C2C12 statin -8, PGC1a acetyl inh -27 and Cneo AK release -9.
Cc1c(C(=O)OC/C(O)=C(\C#N)c2nc3ccccc3[nH]2)oc2ccc(Br)cc12 was read as FN deposit inh -3, miR122 inh -2, F508del corr 0.2, GSIS activator 19, PglD inh -2, PGC1a acetyl inh -4 and Cneo AK release 0.
`Cc1cc(C)c(C#N)c(SCc2[nH]nc3c2C(c2ccc(F)cc2)C(C#N)=C(N)O3)n1` (stereo not given) gave miR122 inh -1, GSIS activator 13, PglD inh 0, C2C12 statin 8, PGC1a acetyl inh 3 and Cneo AK release -7.
For CN(C)Cc1c(O)ccc2c1O/C(=C\C=C\c1ccccc1)C2=O the results were FN deposit inh 2, miR122 inh 10, F508del corr -4.5, GSIS activator -14, PglD inh 0, C2C12 statin inconclusive, PGC1a acetyl inh -79 and Cneo AK release -2.
For COCCN(Cc1ccccc1)C(=O)c1ccc(C(=O)c2ccccc2)cc1 the results were FN deposit inh -1, miR122 inh 9, F508del corr 3.5, GSIS activator -26, PglD inh -3, C2C12 statin 2, PGC1a acetyl inh -1 and Cneo AK release -4.
Screening COc1ccccc1CNC(=O)c1ccc(NC(=O)CC2SC(N3CCCC3)=NC2=O)cc1 (stereo not given) returned FN deposit inh 3, F508del corr -0.6, GSIS activator -4, C2C12 statin 11 and PGC1a acetyl inh 6.
For COc1ccc2nc(SCC(=O)O)nc(C)c2c1 the results were FN deposit inh 2, miR122 inh -7, PglD inh 4, PGC1a acetyl inh 13 and Cneo AK release 1.

Reprinted from the part before: 6 entries; new compounds follow.
Cc1c(C(=O)OC/C(O)=C(\C#N)c2nc3ccccc3[nH]2)oc2ccc(Br)cc12 was read as FN deposit inh -3, miR122 inh -2, F508del corr 0.2, GSIS activator 19, PglD inh -2, PGC1a acetyl inh -4 and Cneo AK release 0.
`Cc1cc(C)c(C#N)c(SCc2[nH]nc3c2C(c2ccc(F)cc2)C(C#N)=C(N)O3)n1` (stereo not given) gave miR122 inh -1, GSIS activator 13, PglD inh 0, C2C12 statin 8, PGC1a acetyl inh 3 and Cneo AK release -7.
For CN(C)Cc1c(O)ccc2c1O/C(=C\C=C\c1ccccc1)C2=O the results were FN deposit inh 2, miR122 inh 10, F508del corr -4.5, GSIS activator -14, PglD inh 0, C2C12 statin inconclusive, PGC1a acetyl inh -79 and Cneo AK release -2.
For COCCN(Cc1ccccc1)C(=O)c1ccc(C(=O)c2ccccc2)cc1 the results were FN deposit inh -1, miR122 inh 9, F508del corr 3.5, GSIS activator -26, PglD inh -3, C2C12 statin 2, PGC1a acetyl inh -1 and Cneo AK release -4.
Screening COc1ccccc1CNC(=O)c1ccc(NC(=O)CC2SC(N3CCCC3)=NC2=O)cc1 (stereo not given) returned FN deposit inh 3, F508del corr -0.6, GSIS activator -4, C2C12 statin 11 and PGC1a acetyl inh 6.
For COc1ccc2nc(SCC(=O)O)nc(C)c2c1 the results were FN deposit inh 2, miR122 inh -7, PglD inh 4, PGC1a acetyl inh 13 and Cneo AK release 1.
For COc1ccc(S(=O)(=O)N2CCC(C(=O)N3CCCCC3)CC2)cc1Cl the results were miR122 inh -10, GSIS activator -7, PglD inh 4, C2C12 statin -16, PGC1a acetyl inh 7 and Cneo AK release -1.
Cc1ccc(C)c(-c2cc(C(=O)Nc3nccs3)c3ccccc3n2)c1 was read as miR122 inh 0, F508del corr 0.0, GSIS activator 3, PglD inh 5, C2C12 statin 0, PGC1a acetyl inh -7 and Cneo AK release 1.
C[C@@H]1CN([C@H](C)CO)C(=O)c2cc(NC(=O)Nc3cccc4ccccc34)ccc2O[C@@H]1CN(C)Cc1ccncc1 was read as miR122 inh 1[16.7 µM], F508del corr -0.2, GSIS activator -19, PglD inh -13, C2C12 statin -30, PGC1a acetyl inh 0 and Cneo AK release -17.
Screening C[C@H](CO)N1C[C@H](C)[C@H](CN(C)CC2CCCCC2)Oc2c(NS(=O)(=O)c3cccs3)cccc2C1=O returned FN deposit inh -15, miR122 inh 30[16.7 µM], F508del corr -4.4, GSIS activator -7, PglD inh 1, C2C12 statin 2 and Cneo AK release -1.
C[C@H]1CN([C@@H](C)CO)C(=O)c2cc(-c3ccc(C#N)cc3)cnc2O[C@H]1CN(C)C(=O)CN(C)C was read as FN deposit inh 1, miR122 inh 0[16.7 µM], F508del corr -0.8, GSIS activator 18, PglD inh 10, C2C12 statin 1, PGC1a acetyl inh 7 and Cneo AK release 0.
CCCCC(=O)OCc1c(-c2ccccc2)ncc2ccccc12 was read as FN deposit inh -11, miR122 inh -8, F508del corr 3.9, PglD inh -3, C2C12 statin 4 and Cneo AK release -2.
CCCCCCCCCS(=O)(=O)N/N=C/c1cccc([N+](=O)[O-])c1 was read as FN deposit inh 0, miR122 inh -4, GSIS activator 1, C2C12 statin -2 and PGC1a acetyl inh -5.
`CN1C(=O)C(=O)N(CC(=O)Nc2ccccc2OC(F)F)C1=O` gave FN deposit inh 0, F508del corr -5.0, PglD inh -2, C2C12 statin 1, PGC1a acetyl inh 3 and Cneo AK release 7.
For Cc1ccc(S(=O)(=O)NCC[C@H]2CC[C@H](NC(=O)Nc3ccccc3F)[C@H](CO)O2)cc1 the results were F508del corr 1.2, GSIS activator 5, PglD inh -1, C2C12 statin 9, PGC1a acetyl inh -13 and Cneo AK release -9.
Cc1nc2ccc(NC(=O)N(C(C)C)C(C)C)cc2s1 was read as FN deposit inh 8, miR122 inh -13, PglD inh 4, C2C12 statin 4, PGC1a acetyl inh 6 and Cneo AK release -2.
C=CCn1c(C)cc(C(=O)COC(=O)C2CC(=O)N(CCc3ccc(OC)c(OC)c3)C2)c1C (stereo not given) was read as FN deposit inh -2, miR122 inh -8, F508del corr 0.3, GSIS activator 30, PglD inh 5, C2C12 statin -2, PGC1a acetyl inh 0 and Cneo AK release 1.
CCOC(=O)[C@@H]1[C@H]2COc3ccc(Br)cc3[C@H]2N2C(=O)N(c3ccc(Cl)cc3)C(=O)[C@]12C was read as FN deposit inh -12, miR122 inh 1, F508del corr 0.7, GSIS activator -15, PglD inh -3, C2C12 statin 25, PGC1a acetyl inh 4 and Cneo AK release 2.
O=C(C/C=N\OCc1ccc([N+](=O)[O-])cc1)Nc1ccc(Br)cc1 was read as FN deposit inh -2, F508del corr -1.9, GSIS activator -1 and PGC1a acetyl inh -8.
For O=c1cc(CCc2ccccc2)oc2cccc(O)c12 the results were miR122 inh -8, F508del corr 3.4, PglD inh 0, C2C12 statin 1, PGC1a acetyl inh 5 and Cneo AK release -1.
Screening O=C(Nc1cscc1S(=O)(=O)c1ccc(Cl)cc1)c1ccccc1Cl returned FN deposit inh -1, miR122 inh 7, F508del corr 2.9, PglD inh -3, C2C12 statin 24, PGC1a acetyl inh -7 and Cneo AK release 0.
Screening CO[C@@H]1CN(C)C(=O)c2ccc(NC(=O)c3cc(C)on3)cc2OC[C@@H](C)N(CC2CC2)C[C@H]1C returned FN deposit inh -7, F508del corr 0.1, GSIS activator 2 and PGC1a acetyl inh -1.
For O=C(C[C@@H]1C[C@H]2c3cc(NC(=O)c4cccnc4)ccc3O[C@H]2[C@@H](CO)O1)NCCN1CCCCC1 the results were miR122 inh -3[16.7 µM], F508del corr -0.2, GSIS activator 22, PglD inh 5, C2C12 statin 1, PGC1a acetyl inh -17 and Cneo AK release -2.
Screening CCOc1ccccc1N1CCN(CC(=O)Nc2ncc(C)s2)CC1 returned FN deposit inh -2, miR122 inh 3, F508del corr 1.2, GSIS activator -3, PglD inh -10, C2C12 statin 1, PGC1a acetyl inh -11 and Cneo AK release 0.
Screening O=C(OCc1nnc(-c2ccccc2Br)o1)c1ccco1 returned FN deposit inh -1, miR122 inh -10, F508del corr -3.9, GSIS activator 15, PglD inh 4, C2C12 statin 4, PGC1a acetyl inh 3 and Cneo AK release -2.
